Compound activity: PubChem BioAssay, Broad Institute
GSIS activator: GLuc luminescence reporter in INS-1E cells, primary screen for activators of glucose-dependent secretion of insulin; INS-1E GLuc reporter insulin secretion, 2-3 h; activation, % at 16.6 µM; 0.61% of 370,000 active;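 active = lowest replicate activation of at least 40%, so every replicate reaches that level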;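 note: 0% = median of neutral control wells and 100% = median of IBMX positive control wells; some compounds called inactive have numbers as strong as hits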
FN deposition inh: fibronectin deposition inhibition | AH1F fibroblasts, Alexa488-fibronectin deposition fluorescence, overnight | 0.086% of 350,000 active | inhibition, % at 12.6 µM;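 active = mean inhibition across replicates of 30% or more, regardless of how many single replicates reach that level; inconclusive = mean under 30% yet at least half of replicates reach 30%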;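 note: positive control wells lacked labelled fibronectin entirely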
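Measured by – fluorescence 485/525 nm · System – AH1F fibroblast monolayer, labelled fibronectin deposition · Amount – 10000 cells per well · Buffer or medium – serum-reduced DMEM (2% serum) · Doses – single dose, pinned · Also added – fluorescent fibronectin at 24 nM final · Schedule – 1 h cell attachment, overnight exposure to compound and label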
PAX8 inh HTS: inhibitors of PAX8 transcriptional activity in RMG-I cells; RMG-I TPO-luciferase reporter, SteadyGlo, 24 h; inhibition, % at 12.6 µM; 1.2% of 360,000 active;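 active = mean replicate inhibition at least 60% with every replicate also reaching 60%; inconclusive = only one of the two criteria is met; inactive = mean below 60% and not all replicates reaching 60%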;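 note: luciferase light reporting Pax8 driven TPO promoter activity; plate controls were median of neutral control wells for no effect and mitoxantrone controls for full effect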
miR-122 sensor: inhibitors of miR-122 in Huh7 cells; Huh7 miR-122 Renilla luciferase sensor, 48 h; neutral wells = 0, positive control = 100; activation (reporter increase), % at 12.5 µM; 0.3% of 340,000 active;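 active = mean replicate activation score at least 90 and every replicate individually at or above 90; inconclusive = only one of the two criteria met; inactive = neither criterion met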;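 note: higher luciferase means less miR-122 activity so hits act as miR-122 inhibitors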
EWS-Fli inh: blocks EWS/Fli oncoprotein-driven transcription. 0.67% of 350,000 active. inhibition, % at 12.6 µM. AID 651661. A673 NR0B1-luciferase reporter, viability-normalised;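 active = mean inhibition of at least 50% after viability correction, with every replicate also passing that limit; inconclusive = mean reaches 50% but only one of two replicates passes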;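 note: firefly luciferase signal divided by Alamar Blue viability fluorescence both relative to DMSO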
DENV2 CPE: inhibitors of DENV2 cytopathic effect | DENV2-infected cells, cytopathic effect rescue, plate reader | CPE inhibition, % at 9.99 µM | 1.7% of 350,000 active | AID 651640; in the data active = CPE inhibition above about 20%, passing the limit was not always enough; inconclusive = no clear call, values can overlap the other calls; tested in BHK-21 cells;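 note: 0% = median of neutral control wells and 100% = median of positive control wells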
F508del corr: correctors of CFTR F508del function in bronchial epithelial cells; 0.36% of 350,000 active; CFBE cells, YFP halide quenching; stimulated with forskolin plus potentiator P3; % fluorescence drop versus neutral controls; activity (quench increase), % at 7.58 µM;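 active = mean added fluorescence quench of at least 8% versus neutral control, with both replicates also reaching 8%; inconclusive = only one of the mean or replicate conditions met; inactive = mean below 8% and not both replicates reaching 8%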;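 note: cells transiently co-express mutant CFTR-F508del with the halide-sensitive YFP; corrector assay measuring rescue of mutant channel to the surface after 24 h compound exposure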
Active calls of the source: *; ? = inconclusive; . = no result given; [ ] = dose if it differs, or a comment.

SMILES	GSIS activator	FN deposition inh	PAX8 inh HTS	miR-122 sensor	EWS-Fli inh	DENV2 CPE	F508del corr
O=C(NCC[C@@H]1CC[C@@H](NS(=O)(=O)c2ccc(Cl)cc2)[C@@H](CO)O1)Nc1ccc(F)cc1	-12	-8	-3	.	-9	33*	-0.8
COc1ccc(C2N(c3cc(Cl)ccc3OC)C(=O)C3CCCN32)cc1OC (stereo not drawn)	16	4	-3	.	1	1	-3.1
Cn1c(=O)c2ccccc2n(Cc2cccc(F)c2)c1=O	6	6	10	-1	8	4	-0.6
O=C(Nc1ccccc1C(=O)NC(Cc1ccccc1)C(=O)O)c1ccccc1 (stereo not drawn)	9	0	13	-7	-2	17	0.3
C#CCOCCOCCOCCNc1nc(N2CCN(C(=O)[C@H](C(C)C)n3cc(CCO)nn3)CC2)nc(N2CCN(C(=O)[C@H]([C@@H](C)CC)n3cc(CCC(=O)O)nn3)CC2)n1	.	-12	-27	-6	-4	-4	4.2
O=C(NC1CCCCC1)[C@@H]1[C@@H](CO)[C@@H]2Cn3c(cccc3=O)[C@@H]2N1CC1CCOCC1	13	.	.	.	3	-1	.
CN1c2ccc(-c3ccc(C#N)cc3)cc2[C@@H]2[C@@H](CCN2C(=O)NC2CCCCC2)[C@@H]1CO	12	2	88*	.	1	-1	4.5
Cc1cc(C)cc(OCCCn2ccnc2)c1	22	7	19	-10	10	0	-0.7
C[C@@H]1CN([C@@H](C)CO)C(=O)c2cc(NC(=O)NC3CCCCC3)ccc2O[C@@H]1CN(C)Cc1ccccc1	0	.	-4	7[16.7 µM]	-1	-4	1.1
O=C(/C=C/c1cccc(Cl)c1)NCCN1CCOCC1	14	3	-11	.	.	.	.
COCC(=O)N(C)C[C@@H]1Oc2ncc(/C=C/c3ccccc3)cc2C(=O)N([C@@H](C)CO)C[C@H]1C	19	7	.	2[16.7 µM]	-11	-1	0.7
CCSc1nc2sc3c(c2c(=O)n1-c1ccc(C)cc1)CCN(C)C3	28	3	-8	-6	16	-1	0.1
CSc1ccccc1OCc1cc(C(=O)NCCCc2ccccc2)no1	-18	-7	.	0	1	4	1.7
CC(=O)Nc1ccc(NC(=O)CCCn2cnc3ccccc3c2=O)cc1	11	2	-6	-4	7	?	1.9
Cc1c(CCC(=O)O)c(=O)oc2cc(OCc3ccccc3F)ccc12	31	-7	-98	-9	-16	0	-0.2
Cc1ccc(-c2ccc(C(=O)O)o2)cc1Cl	29	-14	5	0	-9	2	3.2
CCCCNC(=O)C1c2cc(OC)c(OC)cc2C(=O)N(C)C1c1cccs1 (stereo not drawn)	5	.	6	-1	6	4	5.2
CSc1ccc(N=Nc2c(C)[nH]n(C)c2=O)cc1	.	-6	10	.	-41	-4	0.0
C=CCNC(=O)c1c(O)c2cccc3c2n(c1=O)CCC3	-4	0	4	5	8	-2	-2.0
COc1ccc(N2CCN(C(=O)CN3c4cccc5cccc(c45)S3(=O)=O)CC2)cc1	19	6	7	-7	3	2	-0.2
CCCCNC(=O)CSc1nnc(-c2ccc(S(=O)(=O)N3CCCC3)cc2)n1C	3	-10	.	-2	.	.	.
Cc1noc(C)c1NC(=O)Nc1ccc2c(c1)C(=O)N([C@@H](C)CO)C[C@H](C)[C@@H](CN(C)Cc1ccc3c(c1)OCO3)OCCCC[C@@H](C)O2	-4	-12	9	6[16.7 µM]	7	-7	-1.3
Cc1cccc(NC(=O)COC(=O)c2nn(C)c(=O)c3ccccc23)c1C	.	-2	8	6	3	2	-5.0
C[C@@H]1CCCCO[C@@H](CN(C)C(=O)c2ccncc2)[C@@H](C)CN([C@@H](C)CO)C(=O)c2cc(NC(=O)NC3CCCCC3)ccc2O1	3	.	-10	9[16.7 µM]	-15	0	-2.2
O=C(CSc1nnc(COc2ccc(Cl)cc2)o1)N1CCCCC1	2	3	-9	.	-8	-4	-1.4
COc1ccc(NC(=O)N2C[C@@H]3N[C@H](C2)C3c2ccc(-c3ccncc3)cc2)cc1 (stereo partly drawn)	-1	6	-4	.	2	10	1.8
C[C@H](CO)N1C[C@H](C)[C@H](CN(C)S(C)(=O)=O)Oc2cc(Br)ccc2S1(=O)=O	-1	3	.	-1[16.7 µM]	5	-5	-0.9
O=C(CN1C(=O)NC2(CCOc3ccccc32)C1=O)c1ccc(Cl)cc1 (stereo not drawn)	4	-11	-3	1	3	-4	-1.0
Cc1cccc(C)c1OCc1cc(C(=O)N2CCC(c3ccncc3)CC2)no1	-35	-5	-15	-8	-69	-6	3.2
CC(C)c1cn(CC[C@H]2CC[C@@H](NC(=O)C3CCOCC3)[C@H](CO)O2)nn1	-14	.	.	.	.	2	-2.5
C[C@H](CO)N1C[C@H](C)[C@H](CN(C)Cc2ccccc2)OCCCC[C@H](C)Oc2ccc(NS(C)(=O)=O)cc2C1=O	3	.	7	0[16.7 µM]	4	.	-2.6
NS(=O)(=O)c1ccc(N/N=C/c2ccccn2)c([N+](=O)[O-])c1	2	13	24	.	6	?	3.5
COc1ccc(-c2nnn(CC(=O)N(CCCO)C(C(=O)NC3CCCC3)c3ccc(F)cc3)n2)cc1 (stereo not drawn)	-20	18	24	.	4	7	-0.1
COc1cccc(C2NC(=S)NC3=C2CCc2ccccc23)c1 (stereo not drawn)	11	-1	39	.	-1	-7	0.6
C[C@@H]1CN([C@@H](C)CO)C(=O)Cc2cc(NC(=O)Nc3ccc(C(F)(F)F)cc3)ccc2O[C@@H]1CN(C)C	11	.	4	6[16.7 µM]	6	6	-1.1
COc1cccc(CNC(=O)CCNS(=O)(=O)c2cccc3nonc23)c1	22	-12	-15	-2	-5	3	0.3
O=C(COC(=O)/C=C/c1cccs1)Nc1cccc(S(=O)(=O)N2CCOCC2)c1	-13	-3	23	-9	2	-9	-0.2
COc1cc(OC)cc(-c2c(-c3cccs3)c3cc(-c4ccc(OC)cc4F)ccc3n2C)c1	5	-18	-6	.	-1	-3	-0.3
CC(=O)N1C[C@H]2[C@@H](c3ccccc31)[C@@H](CO)N2C(=O)CC1CC1	13	.	-17	-7[16.7 µM]	-10	-5	-0.4
CCC(=O)Nc1ccc2c(c1)C(=O)N(C)C[C@@H](OC)[C@H](C)CN(CC1CC1)[C@H](C)CO2	5	-4	-3	.	6	?	0.6
C=CCc1c(C)nc2cc(-c3ccccc3)[nH]n2c1=O	22	-4	-78	-1	-51	5	-2.7
CO[C@H]1CN(C)C(=O)c2ccc(NC(=O)Nc3c(C)noc3C)cc2OC[C@@H](C)NC[C@H]1C	3	-7	-5	.	2	2	-0.2
CC(=O)Nc1ccc(NC(=O)CSc2nnc(N)n2-c2ccccc2)cc1	5	-6	-23	1	-2	?	1.1
Cc1noc(C)c1S(=O)(=O)N(C)C[C@@H]1Oc2ccc(NC(=O)CCCCCC(=O)Nc3ccccc3N)cc2CC(=O)N([C@@H](C)CO)C[C@H]1C	0	3	-11	.	23	-5	0.6
COC(C(=O)Nc1ccc(F)cc1F)c1ccccc1 (stereo not drawn)	.	-5	3	-4	.	.	.
CN(C(=O)COC(=O)CSc1ccc(C(N)=O)cc1[N+](=O)[O-])C1CCCCC1	-30	-11	-13	-1	0	6	-4.7
CCc1nnc(NC(=O)c2cc(-c3ccco3)nc3ccccc23)s1	13	.	13	-5	0	-4	-4.3
CC1CCN(C(=O)CCNS(=O)(=O)c2ccc3c(c2)c(=O)n(C)c(=O)n3C)CC1	11	-4	1	-1	.	15	-2.1
COc1ccccc1NC(=O)Cn1cc(C(=O)C(=O)N2CCOCC2)c2ccccc21	7	3	2	-1	1	-3	-1.4
O=c1c2ccccc2ncn1Cc1ccco1	-15	.	.	5	17	-7	-1.6
O=C(COC(=O)c1ccc(Cl)c(S(=O)(=O)N2CCCC2)c1)NC1CCCCC1	-11	-1	0	-4	2	-4	-1.9
Cc1noc(C)c1NC(=O)N(C)C[C@@H]1Oc2ccc(NC(=O)Cc3cn(C)c4ccccc34)cc2CC(=O)N([C@H](C)CO)C[C@H]1C	-3	13	-5	-1[16.7 µM]	-4	-1	-1.4
CCC(NC(=O)CCc1nnc(-c2cc(C)on2)o1)C12CC3CC(CC(C3)C1)C2 (stereo not drawn)	-11	-1	-42	.	.	7	-5.0
COCCCn1c(=N)c(C(=O)NCC2CCCO2)cc2c(=O)n3cccc(C)c3nc21 (stereo not drawn)	15	7	3	29	.	.	.
CCCCC(CC(O)COCC(C)C)C(=O)NN (stereo not drawn)	-29	9	0	.	3	5	-2.6
O=C(NCCOc1ccccc1)C(c1ccccc1)c1ccccc1	.	3	28	4	.	.	.
C/C(=N\NS(=O)(=O)c1ccccc1)c1cccc(NC(=O)c2cccc(Cl)c2)c1	-26	8	-36	4	.	.	.
CC(C)(C)NC(=O)NCc1cccnc1	-2	-3	0	.	-8	-2	-0.2
S=C(Nc1ccc(Oc2ccc(NC(=S)NC3CCCCC3)cc2)cc1)NC1CCCCC1	-30	4	20	.	.	.	.
Cc1noc(C)c1S(=O)(=O)N(C)C[C@@H]1OCCCC[C@@H](C)Oc2ccc(NC(=O)Nc3ccc4c(c3)OCO4)cc2C(=O)N([C@@H](C)CO)C[C@@H]1C	-9	.	-10	3[16.7 µM]	-5	-5	-0.8

Quoted at random: four compounds from above
SMILES	GSIS activator	FN deposition inh	PAX8 inh HTS	miR-122 sensor	EWS-Fli inh	DENV2 CPE	F508del corr
CC(C)(C)NC(=O)NCc1cccnc1	-2	-3	0	.	-8	-2	-0.2
Cc1noc(C)c1S(=O)(=O)N(C)C[C@@H]1OCCCC[C@@H](C)Oc2ccc(NC(=O)Nc3ccc4c(c3)OCO4)cc2C(=O)N([C@@H](C)CO)C[C@@H]1C	-9	.	-10	3[16.7 µM]	-5	-5	-0.8
Cc1noc(C)c1NC(=O)N(C)C[C@@H]1Oc2ccc(NC(=O)Cc3cn(C)c4ccccc34)cc2CC(=O)N([C@H](C)CO)C[C@H]1C	-3	13	-5	-1[16.7 µM]	-4	-1	-1.4
O=C(COC(=O)c1ccc(Cl)c(S(=O)(=O)N2CCCC2)c1)NC1CCCCC1	-11	-1	0	-4	2	-4	-1.9

(more compounds)
SMILES	GSIS activator	FN deposition inh	PAX8 inh HTS	miR-122 sensor	EWS-Fli inh	DENV2 CPE	F508del corr
CC1(C)Oc2ccc3ccc(=O)oc3c2C[C@H]1O[C@@H]1O[C@H](CO)[C@@H](O)[C@H](O)[C@H]1O	20	1	-4	.	-8	41*	-2.0
O=C(CCN1CCOCC1)NCC1COc2ccccc2O1 (stereo not drawn)	.	0	-6	4	.	.	.
Cc1cccc(N2CC(C(=O)Nc3ccc(N4CCOCC4)cc3)CC2=O)c1C (stereo not drawn)	4	-24	-12	-3	10	-3	-3.5
O=C(NCC(=O)N1CCN(Cc2c(F)cccc2Cl)CC1)c1cccc(Cl)c1	-16	7	19	-2	2	-4	2.9
O=C(C[C@H]1C[C@H](C(=O)N2CCOCC2)[C@@]2(CCC3CCCC3)c3[nH]c4ccc(Cl)cc4c3CCN2C1=O)NCc1ccco1	-32	6	-2	-2	17	88*	-2.6
CC(OC(=O)CCCSc1nc2ccccc2s1)C(=O)NC(N)=O (stereo not drawn)	3	0	-5	.	9	3	2.3
O=C(O)c1ccc(-c2noc(-c3cccc(C(F)(F)F)c3)n2)cc1	.	-11	-208	.	-44	-18	1.9
CCC(C)(C)C1CCC2(CC1)NC(=O)N(CC(=O)NCCc1ccc(OC)c(OC)c1)C2=O (stereo not drawn)	-16	-1	14	-11	8	13	2.3
C/C=C/c1ccc([C@@H]2[C@H](CO)N(C(C)=O)C23CN(C(=O)c2ccc(F)cc2)C3)cc1	-2	.	9	.	-4	-6	-0.1
O=C(COC(=O)c1ccccc1N1C(=O)C2C3CCC(C3)C2C1=O)c1ccccc1 (stereo not drawn)	-3	-2	-6	.	.	.	.
Cc1ccc(C)c(C(=O)CCC(=O)O)c1	2	2	0	.	8	?	-0.7
COCCNC(=O)CN1C(=O)NC2(CCOc3ccccc32)C1=O (stereo not drawn)	3	-1	9	.	4	2	-0.7
